# Source: PubChem BioAssay
# IL1B secr inh – qHTS for Inhibitors of Inflammasome Signaling: IL-1-beta AlphaLISA Primary Screen. THP-1 LPS/ATP IL-1B secretion, AlphaLISA, 16 h; stronger effect = lower value. activity change, % at 57.5 µM. actives 4.7% (n = 360,000). AID 743279, 2014; in the data active means activity change below about -50%; inconclusive means mostly about -30% to -49%; further: on the % scale 0 is the no-effect control and ±100 the full control effect
#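 Secreted IL-1B measured by AlphaLISA bead assay after 16 h compound exposure of THP-1 cells; compounds (final up to 57.5 uM) added 1 h before LPS (250 ng/mL) and ATP (1.25 mM) stimulation; lower signal means less secretion.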
# GLP-1R agonist – qHTS of GLP-1 Receptor Agonists | actives 0.007% (n = 380,000) | HEK293 GLP-1R CRE-luciferase, luminescence, 4-6 h; cells express a hypersensitive GLP-1R form | Potency, µM (series often up to 45.6 µM), without a hit: top-dose activation, hits mostly activators; further: potency means the concentration at half of the fitted maximal effect; % of control where 0% means no effect
# Target sequence (P43220 whole entry, looked up): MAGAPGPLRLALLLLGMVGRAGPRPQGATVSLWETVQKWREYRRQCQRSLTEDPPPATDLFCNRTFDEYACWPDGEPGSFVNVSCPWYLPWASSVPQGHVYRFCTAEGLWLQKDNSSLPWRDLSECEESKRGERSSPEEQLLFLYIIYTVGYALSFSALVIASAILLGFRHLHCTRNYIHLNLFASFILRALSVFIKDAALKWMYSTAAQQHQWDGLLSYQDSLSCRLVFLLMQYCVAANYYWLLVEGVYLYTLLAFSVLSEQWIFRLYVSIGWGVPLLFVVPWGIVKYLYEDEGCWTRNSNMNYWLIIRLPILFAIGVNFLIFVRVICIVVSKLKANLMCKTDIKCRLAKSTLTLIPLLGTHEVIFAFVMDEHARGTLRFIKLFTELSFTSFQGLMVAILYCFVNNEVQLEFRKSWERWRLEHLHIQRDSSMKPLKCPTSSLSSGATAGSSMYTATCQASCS
# KB-3-1 cytotox – qHTS assay for MDR1-selective chemotherapeutics: Primary screen using the parental adenocarcinoma cell KB-3-1. actives 1.4% (n = 400,000). AID 1347075, 2019. KB-3-1 viability, CellTiter-Glo ATP luminescence, 72 h. Potency, µM (highest dose often 46.1 µM), inactives show top-dose activity change, negative = cytotoxic, usual class: cytotoxic; further: potency means the concentration at half of the fitted maximal effect; on the % scale 0 is the no-effect control and ±100 the full control effect; nearly all actives have a fitted effect of over 60% in size
#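 Parental KB-3-1 viability, qHTS format: 72 h compound exposure, 37 °C; CellTiter-Glo; media-only wells and DMSO plates as controls; concentration-effect fits on corrected data.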
# HT1080 IDH1KD tx – qHTS for induction of synthetic lethality in tumor cells producing 2HG: qHTS for the HT-1080-IDH1KD cell line; HT-1080 IDH1 knockdown viability, ATP luminescence, 48 h; Potency, µM (doses to about 46.1 µM), without a hit: at the highest dose activity, negative = toxicity, usual class: cytotoxic; actives 2% (n = 360,000); AID 686971, 2013;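 further: potency means the concentration at half of the fitted maximal effect; 0% = DMSO wells and -100% = cell-free medium wells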
#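 In this qHTS, HT-1080 cells depleted of IDH1 are exposed for 48 h at 37 °C to compound titrations. Toxicity is scored from CellTiter-Glo luminescence, with DMSO as full viability and medium alone as none.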
# HT1080NT lethal – qHTS for induction of synthetic lethality in tumor cells producing 2HG: qHTS for the HT-1080-NT fibrosarcoma cell line; HT-1080-NT fibrosarcoma viability, CellTiter-Glo ATP luminescence, 48 h; Potency, µM (highest dose often 46.1 µM), without a hit: top-dose activity, negative = less viability, actives largely listed as cytotoxic; actives 1.6% (n = 360,000); AID 686970, 2013;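 further: NT is the 2HG producing partner of a matched IDH1 knockdown line; potency means the concentration at half of the fitted maximal effect; 0% = DMSO-treated cells and -100% = media-only wells without cells; nearly all actives have a fitted effect of over 55% in size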
#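 A 48-hour cytotoxicity screen used HT-1080-NT cells plated 2 hours before compound delivery. ATP-based CellTiter-Glo luminescence measured viability, normalized to DMSO and no-cell controls.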
# DRD3 antagonist – qHTS of D3 Dopamine Receptor Antagonist: qHTS | D(3) dopamine receptor (Homo sapiens), P35462 | actives 2.5% (n = 360,000) | max response, negative = inhibition, % | D3R cells, DiscoveRx beta-arrestin luminescence, antagonist mode; stronger effect = lower value | AID 652054, 2013; in the data active means max response below about -50%; inconclusive means no clear call, values can overlap the other calls; further: on the % scale 0 is the no-effect control and ±100 the full control effect; mostly tested at two doses, the higher about 12 µM
# Target sequence (P35462 whole entry, looked up): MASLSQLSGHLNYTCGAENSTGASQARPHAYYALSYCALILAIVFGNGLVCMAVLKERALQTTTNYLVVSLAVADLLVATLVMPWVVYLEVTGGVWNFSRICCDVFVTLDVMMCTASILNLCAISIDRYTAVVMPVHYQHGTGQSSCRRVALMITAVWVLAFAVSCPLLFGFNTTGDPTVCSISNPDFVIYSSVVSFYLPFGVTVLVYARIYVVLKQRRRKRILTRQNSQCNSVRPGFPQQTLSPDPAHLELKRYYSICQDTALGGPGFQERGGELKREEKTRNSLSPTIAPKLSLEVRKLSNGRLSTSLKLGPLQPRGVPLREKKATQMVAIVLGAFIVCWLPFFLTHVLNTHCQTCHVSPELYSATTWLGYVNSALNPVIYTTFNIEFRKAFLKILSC
#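 Cells plated overnight at 1500 cells/well, then exposed to library compounds with dopamine controls for 90 minutes at 37 degrees C. DiscoveRx reagent added for 30–60 minutes at room temperature; luminescence read, quantitative HTS format.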
# KB-V1 cytotox – qHTS assay for MDR1-selective chemotherapeutics: Primary screen using the drug-selected MDR subline cells KB-V1 | Potency, µM (highest dose often 46.1 µM), for the others: top-dose activity change, negative = cytotoxicity, hits mostly cytotoxic | KB-V1 MDR cells viability, CellTiter-Glo, 72 h | actives 3.4% (n = 400,000); further: potency means the concentration at half of the fitted maximal effect; on the % scale 0 is the no-effect control and ±100 the full control effect; nearly all actives have a fitted effect of over 60% in size
#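 Drug-selected KB-V1 cells, grown in DMEM lacking phenol red with 10% FBS, receive compound titrations; after three days at 37 degrees C, surviving cell ATP is quantified by CellTiter-Glo luminescence and responses normalized and curve-fitted.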
# D3 ag – qHTS of D3 Dopamine Receptor Agonist: qHTS; D3R DiscoveRx beta-arrestin cells, luminescence, 90 min; max activation, %; actives 0.58% (n = 410,000); in the data active means max activation above about 30%; further: 0% is about no effect; mostly tested at two doses, the higher about 12 µM
#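 Agonist mode: compounds and dopamine controls were applied to plated cells for 90 min at 37 degrees C after an overnight attachment at 1500 cells/well. Luminescent read-out followed 30 - 60 minutes at room temperature with DiscoveRx detection reagent.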
# SW480 rereplic – A quantitative high throughput screen for small molecules that induce DNA re-replication in SW480 colon adenocarcinoma cells; Potency, µM (titrated, usually from 46.1 µM), inactives show top-dose re-replication activation, most hits filed as activators; actives 1.8% (n = 340,000); AID 624297, 2012; SW480 DNA re-replication, Hoechst DNA content imaging, 48 h; further: potency means the concentration at half of the fitted maximal effect; % of control where 0% means no effect; nearly all actives have a fitted effect of over 55% in size
#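 250 cells/well; 23 nL cpd via pin tool; 48 hr, 37 C, 5% CO2; Hoechst 40 min; imager read of total nuclear intensity, ex 405/em 500-530 nm.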
# * hit, by the source's call; ? = inconclusive; · = no result given; [ ] = another dose, or the depositor's remark. Unless noted, the call rests on the fitted dose curve; in most records, active means well fitted curve in the direction sought with a large enough effect; inconclusive means small, poorly fitted or top-dose-only effect, or another doubt; inactive means no such curve, though single readings can be large; an effect the other way counts as inactive or inconclusive.
SMILES,IL1B secr inh,GLP-1R agonist,KB-3-1 cytotox,HT1080 IDH1KD tx,HT1080NT lethal,DRD3 antagonist,KB-V1 cytotox,D3 ag,SW480 rereplic
O=C(COC(=O)c1ccc(S(=O)(=O)Nc2ccccc2)cc1)NCC1CCCO1 (stereo not drawn),-13.7,8.3%,-0.4%,-10.6%,1.7%,3.4,?,-0.9,0.5%
Cc1cc(C)n2nc(SCc3nnc(SCc4ccccc4)s3)nc2n1,4.3,14.4%,-0.3%,-7.7%,0.4%,21.8,13µM*,5.3,-1.0%
CC(=O)Nc1ccc(C(=O)OCCCOC(=O)c2ccc(NC(C)=O)cc2)cc1,-2.4,12.4%,-4.7%,-1.9%,14.2%,-11.3,-13.1%,-0.9,-18.7%
O=c1cc2c(n[nH]1)-c1ccccc1CC2,-7.2,14.4%,1.3µM*,7.1%,12.7%,-4.1,?,-0.9,-12.7%
CCOC(=O)c1cc2cc(CC(=O)c3ccc(OCC)cc3O)ccc2o1,24.4,-10.4%,0.0%,5.8%,7.5%,-0.9,1.3%,-2.2,1.1%
COc1ccc(C(=O)Nc2nnc(SCC(=O)NCc3ccco3)s2)c(OC)c1,-29.8,-0.2%,-7.9%,7.5%,6.1%,-0.7,-15.0%,1.4,-8.1%
CCCn1c(C)c(C(=O)OCC)c(O)c(-c2ccccc2)c1=O,13.7,6.0%,7.7%,9.2%,4.7%,14.3,1.5%,11.0,-80.1%
CCN1CCN(S(=O)(=O)c2ccc(Cl)c(C(=O)N(C)Cc3cccs3)c2)CC1,-4.6,4.3%,-3.3%,-6.1%,0.9%[9.24 µM],1.2,?,4.0,2.8%
O=C(NCc1ccccn1)c1cccc(NS(=O)(=O)c2ccccc2F)c1,1.8,-0.5%,0.1%,1.5%,10.8%,16.3,8.2%,-4.0,-2.8%
Cc1ccc2nc(NC(=O)C3CCN(S(=O)(=O)c4cccc5nsnc45)CC3)sc2c1,18.6,0.0%,-13.3%,-0.7%,0.3%,22.0,?,23.7,-12.2%
N/C(=N\OC(=O)c1ccc([N+](=O)[O-])cc1Cl)c1ccccn1,?,-8.2%,?,-0.9%,6.5%,3.6,?,14.8,?
CCCCN(CC)C(=O)CSc1cc(=O)n(C)c2ccccc12,-17.6,0.5%,14.5%,9.2%,-0.8%,23.0,?,3.2,-3.5%
C=CCn1cccc(C(=O)Nc2ccc(C)c(Cl)c2)c1=O,22.3,4.7%,-1.1%,2.9%,-1.1%,19.4,?,9.2,0.2%
N#Cc1nc(-c2ccc(Cl)cc2)oc1NCC1CCCO1 (stereo not drawn),-22.1,-4.9%,0.0%,-3.4%,-8.6%,-22.5,0.0%,-8.2,2.6%
O=C(N/N=C/c1c[nH]c2ccccc12)c1[nH]c2ccc(Br)cc2c1-c1ccccc1,150.6,10.1%,1.64µM*,6.51µM*,7.31µM*,-14.9,?,-3.4,8.2µM*
CCOCCCNCC(=O)Nc1ccccc1N1CCOCC1,4.2,-0.3%,-5.0%,2.6%,4.3%,-12.8,-3.1%,-18.3,-0.8%
O=C(NC(Cc1ccccc1)c1nc2ccccc2[nH]1)C1CC(=O)N(c2ccc3c(c2)OCCO3)C1 (stereo not drawn),-23.0,0.6%,-1.1%,1.8%,-8.8%,-27.4,-9.1%,3.5,11.0%
O=C(NC(=O)N1CCN(C(c2ccccc2)c2ccccc2)CC1)c1ccccc1,?,2.1%,-2.0%,-11.3%,-17.9%,-5.3,?,-15.1,29.8%
CC(C)CNC(=O)c1cccc2c(-c3ccc(F)c(F)c3)coc12,-14.0,12.7%,-0.2%,-21.1%,-16.5%,-14.5,0.6%,2.0,·
Cc1ccc(CNc2nc(-c3cccs3)nc3ccccc23)cc1,-28.7,-2.8%,-3.6%,1.6%,-0.5%,0.1,-1.1%,0.3,-0.6%

# Sorted by molar mass (lowest first): four of the compounds above.
SMILES,IL1B secr inh,GLP-1R agonist,KB-3-1 cytotox,HT1080 IDH1KD tx,HT1080NT lethal,DRD3 antagonist,KB-V1 cytotox,D3 ag,SW480 rereplic
C=CCn1cccc(C(=O)Nc2ccc(C)c(Cl)c2)c1=O,22.3,4.7%,-1.1%,2.9%,-1.1%,19.4,?,9.2,0.2%
Cc1ccc(CNc2nc(-c3cccs3)nc3ccccc23)cc1,-28.7,-2.8%,-3.6%,1.6%,-0.5%,0.1,-1.1%,0.3,-0.6%
CCCCN(CC)C(=O)CSc1cc(=O)n(C)c2ccccc12,-17.6,0.5%,14.5%,9.2%,-0.8%,23.0,?,3.2,-3.5%
O=C(N/N=C/c1c[nH]c2ccccc12)c1[nH]c2ccc(Br)cc2c1-c1ccccc1,150.6,10.1%,1.64µM*,6.51µM*,7.31µM*,-14.9,?,-3.4,8.2µM*

# Continued.
SMILES,IL1B secr inh,GLP-1R agonist,KB-3-1 cytotox,HT1080 IDH1KD tx,HT1080NT lethal,DRD3 antagonist,KB-V1 cytotox,D3 ag,SW480 rereplic
NNC(=S)NC1CCS(=O)(=O)C1 (stereo not drawn),-12.5,0.8%,-11.5%,-5.4%,-7.6%,?,-6.3%,-20.6,-1.7%
CCCCC(=O)NS(=O)(=O)c1ccc(N=NN2CCCCC2)cc1,27.8,-9.6%,5.2%,2.8%,-0.8%,38.2,24.5%,-1.0,-3.7%
Cc1cccc(NC(=O)c2cccs2)n1,-7.7,2.6%,-14.7%,7.1%,4.6%,-22.3,12.3%,-2.5,-1.3%
CC(=O)Nc1ccc(S(=O)(=O)Nc2ccc3c(c2)OCCO3)cc1Cl,17.4,6.1%,?,?,-4.9%,5.1,-15.8%,24.8,-7.9%
Nc1ncnc(Nc2c(F)cccc2F)n1,-0.2,-4.0%,2.0%,17.0%,?,-12.3,15.4%,4.2,-15.4%
COc1cccc(C(=O)N/N=C/c2cn[nH]c2-c2ccc(OC)cc2OC)c1,-12.1,-0.5%,12.4%,-1.0%,-0.7%,-19.7,0.0%,-21.4,-0.1%
CC(Oc1ccccc1F)C(=O)/C=C/N(C)C (stereo not drawn),-9.1,9.0%,0.7%,-21.7%,-4.7%,-17.4,?,-21.4,-1.1%
COc1ccc(CNC(=O)COC(=O)c2ccccc2C(=O)c2ccccc2)cc1,11.2,1.1%,-5.7%,-2.5%,4.8%,0.5,7.6%,-1.2,-2.9%
COc1ccccc1N=NNc1ccccc1OC,-12.3,-0.5%,5.6%,-22.6%,-17.9%,-7.1,-7.0%,-13.1,·
Cc1nc2[nH]c(=O)c3c(n2n1)NC1=C(C(=O)CC(C)(C)C1)C3c1ccc(F)cc1 (stereo not drawn),?,0.9%,1.1%,2.3%,-10.0%,20.2,-0.2%,1.9,-14.8%
Cc1cccc(Cc2nnc(CCC(=O)NCc3ccncc3C)o2)c1,7.4,2.5%,0.3%,3.5%,3.0%,-15.7,-2.8%,-0.4,1.1%
c1ccc(-n2c(Cc3cn4ccsc4n3)nnc2N2CCOCC2)cc1,20.4,-4.3%,4.4%,-2.2%,1.8%,-5.3,-9.3%,0.9,-3.0%
O=C(CNS(=O)(=O)c1ccc(Br)s1)Nc1ccc2c(c1)OCCO2,17.8,5.7%,-0.6%,2.3%,0.8%,-14.9,-9.4%,-0.3,-1.9%
CC(C)CSc1nc2ccccc2c(=O)[nH]1,7.8,12.7%,0.6%,-11.1%,-14.3%,18.9,3.5%,3.2,-1.0%
O=C(Nc1ccccc1)N1CCc2scc[n+]2-c2ccccc21,?,-1.0%,24.2%,2.0%,-1.6%,-16.6,16.7%,2.4,3.1%
Cn1cccc1C(=O)/C(C#N)=C/c1ccc(F)cc1,-3.0,17.0%,4.7%,15.8%,12.8%,0.0,2.3%,-16.3,-6.4%
COc1ccc(C(=O)NCC(=O)OCC(=O)NCc2ccc3c(c2)OCO3)cc1,10.4,15.0%,10.4%,15.7%,14.8%,-6.7,18.8%,20.9,0.9%
CCCc1nc2c(sc3nc4c(cc32)COC(C)(C)C4)c(=O)n1Cc1ccco1,17.1,-3.2%,3.9%,?,0.8%,6.5,?,-15.1,-1.4%
Cc1cccc(NC(=O)c2cccc3c2C(=O)c2ccccc2-3)c1,11.6,1.2%,-5.4%,10.0%,5.2%,19.5,6.51µM*,2.3,-0.7%
COc1ccc(-c2onc(C)c2-c2cnn(-c3ccccc3)c2)c(O)c1,-17.6,12.8%,-13.6%,?,-7.7%,-9.5,-26.7%,-14.4,-28.4%
CC(=O)c1ccc(NC(=O)c2cc(=O)[nH]c3ccccc23)cc1,8.1,1.9%,-1.5%,0.4%,4.1%,-0.5,-1.6%,-4.5,1.3%
Cc1ccc(C)c(OCCOCCN2CC(C)OC(C)C2)c1C (stereo not drawn),23.4,11.1%,-0.5%,10.8%,17.0%,-75.4*,1.9%,-4.6,-0.4%
CCCN(CCC)C(=O)CSc1nc2c(sc(=S)n2-c2ccc(OCC)cc2)c(=O)[nH]1,41.8,1.6%,-2.3%,4.7%,-4.6%,1.7,-5.3%,8.0,0.3%
CC(C)CC(=O)Nc1ccccc1N1CCN(c2ccc(F)cc2)CC1,0.0,9.7%,-1.4%,-7.9%,-1.1%,-5.3,?,-1.3,0.7%
CCOC(=O)c1ccccc1NC(=O)COC(=O)C1CCCC1,0.3,9.9%,0.7%,?,17.6%,0.0,21.8%,3.1,-6.0%
CCOc1ccc(-c2c(=O)n(OCc3nc4ccccc4[nH]3)c3ccccc3[n+]2[O-])cc1,·,15.4%,5.1%,-1.8%,1.6%,-2.7,-29.4%,3.3,?
